ALOX12 inh = ALOX12 (human) lipoxygenase inhibition | P18054 | purified 12hLO, xylenol orange hydroperoxide absorbance | Potency, µM (titrated, usually from 108 µM), for inactives: top-dose activity change, negative = inhibition, most hits filed as inhibitors | 580,000 tested, 1.1% active | AID 1671190; active = well fitted inhibition curve with a large enough effect; inconclusive = small, poorly fitted or top-dose-only effect, or another doubt; inactive = no such curve, though single readings can be large or run the other way
Target sequence (P18054 whole entry, looked up): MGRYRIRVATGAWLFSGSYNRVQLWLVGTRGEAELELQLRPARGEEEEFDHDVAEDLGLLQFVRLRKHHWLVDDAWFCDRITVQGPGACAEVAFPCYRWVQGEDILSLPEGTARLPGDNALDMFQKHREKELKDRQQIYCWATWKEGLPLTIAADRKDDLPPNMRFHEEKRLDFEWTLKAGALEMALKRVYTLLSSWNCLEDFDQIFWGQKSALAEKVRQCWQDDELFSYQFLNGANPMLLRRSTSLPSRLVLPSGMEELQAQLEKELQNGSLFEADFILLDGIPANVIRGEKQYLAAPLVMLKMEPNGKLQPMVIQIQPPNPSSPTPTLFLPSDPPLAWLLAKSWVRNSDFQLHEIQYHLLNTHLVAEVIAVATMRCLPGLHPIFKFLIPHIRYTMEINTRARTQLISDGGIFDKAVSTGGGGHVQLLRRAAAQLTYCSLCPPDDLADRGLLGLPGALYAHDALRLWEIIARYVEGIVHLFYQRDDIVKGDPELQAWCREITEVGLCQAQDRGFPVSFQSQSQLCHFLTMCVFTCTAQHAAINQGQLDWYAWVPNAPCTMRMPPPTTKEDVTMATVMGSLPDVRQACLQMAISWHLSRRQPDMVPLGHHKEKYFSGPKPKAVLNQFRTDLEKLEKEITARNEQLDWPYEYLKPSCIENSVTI
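Hydroperoxide product was detected by ferrous iron/xylenol orange as the 573 to 405 nm absorbance ratio. Arachidonic acid at 40 uM (final) was turned over for 30 min at room temperature by 150 nM human 12hLO, pH 7.0 Hepes buffer, after 15 min compound preincubation.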
An asterisk follows results filed as active; ? = inconclusive; [ ] = dose if it differs, or a comment. % is set by controls: 0 for no effect and ±100 for the full control effect; potency is the fitted concentration of half-maximal effect. A portion of the library; rates above refer to the full screens.

entry | Molecule | ALOX12 inh
1 | O=C(N[C@@H](Cc1cccnc1)C(=O)N1CCC[C@H]1C(=O)NC1CCCC1)C1CCCC1 | 0.7%
2 | O=C(c1ccc2[nH]ccc2c1)N1CCCC(Cc2noc(-c3ccccn3)n2)C1 (stereo not drawn) | 24.5%
3 | OC(c1nc(Nc2cccc(F)c2)n[nH]1)C1CC1 (stereo not drawn) | 19.2%[176 µM]
4 | COCCCN(CCOC)C(=O)c1cc2ccccc2c(OC)n1 | -19.0%
5 | O=C(Nc1ccc2c(c1)CCC2)N1CCC2(CC1)OCCO2 | -1.5%
6 | O=C(Cc1nc2ccccc2[nH]1)N1CCC(n2c(C3CCC3)nc3cccnc32)CC1 | 9.4%
7 | Cc1nc2cc(NC(=O)c3ccccc3C(F)(F)F)ccc2o1 | -2.3%
8 | COC(=O)N1CCC[C@@]2(CCN(c3ccccn3)C2)C1 | -4.3%[57.4 µM]
9 | Cc1ccc(NC(=O)N2CCC(OC3CCN(S(C)(=O)=O)CC3)CC2)cc1C | 32.7%[activator]
10 | Cc1cn2nc(C(=O)NC(C)c3ccccc3)cc2c(N2CCCC2)n1 (stereo not drawn) | 12.6%
11 | Cc1ccc(CN2C(=O)NC3(CCN(C(=O)c4ccncc4)CC3)C2=O)cc1 | 14.3%
12 | CCOC(=O)c1c(S(=O)(=O)N2CCCC(C(=O)Nc3ccc(F)cc3)C2)c(C)n(C)c1C (stereo not drawn) | 2.7%

(listing goes on)
entry | Molecule | ALOX12 inh
13 | NCc1ccc(OCc2cccc(F)c2)cc1 | -8.2%
14 | CC1(COc2cccnc2)COc2ccc(C(=O)NCc3cccs3)cc2N1 (stereo not drawn) | -14.2%[176 µM]
15 | CC(C)[C@@H]1CN(S(=O)(=O)c2cccc(C#N)c2)C[C@H]1NS(C)(=O)=O | 7.6%
16 | Cc1cnc(C(=O)Nc2ccccc2C(=O)NCCc2ccccc2)cn1 | 0.2%
17 | Cc1ccc(-c2nc(CNC(=O)C(C)(C)N)[nH]c2-c2ccccn2)cc1 | 52.5%[activator]
18 | O=C(CN1C(=O)COc2ccc(C(=O)COc3ccccc3Cl)cc21)NCc1ccco1 | 14.6%
19 | CC(C)N(Cc1ccccn1)C(=O)c1cc(-c2cccs2)nc2ccccc12 | ?
20 | O=C(Nc1nc(C23CC4CC(CC(C4)C2)C3)cs1)C1CCC1 | -43.6%
21 | CCOC(=O)c1oc2ccc(S(=O)(=O)N3CCCCCCNC(=O)[C@@H]4CCC[C@@H]43)cc2c1C | 11.9%
22 | N#Cc1ccc(CN2CC3(CCN(C(=O)c4ccncc4)CC3)C2)cc1 | 3.1%[57.4 µM]
23 | O=C(c1cc[nH]c(=O)c1)N1C[C@@H](CO)[C@H](c2ccccn2)C1 | 82.5%[activator]
24 | CN(C)C(=O)N1CCCC(c2nnc3n2CCNC3)C1 (stereo not drawn) | -29.1%[6.33 µM]

Continued:
entry | Molecule | ALOX12 inh
25 | c1cc(-c2nc3ccncc3[nH]2)ccn1 | ?
26 | CCOC(=O)c1cc2cc(C(C)C)ccc2[nH]1 | 0.8%
27 | CCc1nc2c(=O)n(CC(=O)N3CCC(Cc4ccccc4)CC3)nc(C)c2s1 | 4.6%
28 | CCCCCCCCCCCCS(=O)CC(O)CCl (stereo not drawn) | ?
29 | COc1ccc(N2CC(C(=O)N3CCN(c4cccc(C(F)(F)F)c4)CC3)CC2=O)cc1 (stereo not drawn) | 29.1%
30 | COC(=O)C1=C(C)N(Cc2ccccc2C(F)(F)F)C(=NCc2ccc(OC)cc2)NC1c1ccccc1C(F)(F)F (stereo not drawn) | 2.9%
31 | N#Cc1cccnc1N1CC[C@@H](N2CCC(O)CC2)[C@H](O)C1 | ?
32 | C/C(=N/Nc1ccc(F)cc1F)c1ccc(Cl)c(Cl)c1 | ?
33 | COc1cccc(CNC(=O)C2(c3ccc(NC(C)=O)cc3)CCCCC2)c1 | 23.3%
34 | COC(=O)NC(NC(=O)OC)c1ccc(Br)cc1 | ?
35 | Cc1ccccc1Cn1nc(-c2ccc(C)c(S(=O)(=O)N3CCCCC3)c2)ccc1=O | ?
36 | O=C(NCc1cccnc1)C1CCC(=O)N(Cc2cccc(C(F)(F)F)c2)C1 (stereo not drawn) | 27.8%

Remaining list, next part.
entry | Molecule | ALOX12 inh
37 | COc1ccccc1CN1CCN2C(=O)N(C3CCOCC3)C[C@H]2C1 | -3.1%[176 µM]
38 | CC(C)C(NC(=O)c1cccs1)c1ccc2c(c1)OCCCO2 (stereo not drawn) | -27.3%
39 | COCC1CN(C(C)=O)CC12CCN(C(=O)c1ccc(C)c(F)c1)CC2 (stereo not drawn) | 35.6%[activator]
40 | Cc1[nH]nc2c1C(c1ccccc1Br)C1=C(COC1=O)N2 (stereo not drawn) | -14.3%
41 | C[S+](=O)([O-])N1CCC2(CC1)CN(C(=O)Cc1ccc(O)cc1)Cc1ccccc1O2 | ?
42 | COC(=O)[C@]12C[C@H](CC(=O)NCCCN3CCCC3=O)C(=O)N(Cc3ccccc3)C1=C[C@H](C1CCCC1)O[C@@H]2C | -14.1%
43 | CC(C)(C)c1cc(CC2(NCc3ccc(CO)o3)COC2)no1 | 21.0%[176 µM]
44 | Cc1noc(C)c1CC(=O)NC1CCc2nn(C)c(=O)n2CC1 (stereo not drawn) | 32.1%[activator]
45 | COCC(=O)n1nc(NCc2ccccc2Cl)nc1NCc1ccccc1Cl | ?
46 | CCCCNC(=O)C1C(c2ccc(OC)cc2)=Nc2ccccc2N1C(=O)c1ccncc1 (stereo not drawn) | -19.4%
47 | COc1ccc(-c2c(C)c3ccc(O)c(C)c3oc2=O)cc1 | 5.6%
48 | CCNC(=O)C1CCCN(S(=O)(=O)c2c(C)nn(CC(=O)N3CCc4ccccc43)c2C)C1 (stereo not drawn) | 0.4%

Continued.
entry | Molecule | ALOX12 inh
49 | COc1ccc(C(=O)Nc2cc3c(cc2C(=O)c2ccc(C)cc2)OCCO3)cc1 | -4.3%
50 | COc1ccccc1-c1cn(C)c(=O)n2cc(CN3CCNC(=O)C3)nc12 | 44.1%[activator][176 µM]
51 | CCOc1ccc(CCNS(=O)(=O)c2c(C)nc3sccn3c2=O)cc1OCC | -15.5%
52 | Cc1oc(-c2nc(C#N)c(NCc3ccc(F)cc3)o2)cc1S(=O)(=O)N(C)C | 8.2%
53 | CCCCOC(=O)COc1ccc2c(=O)c(Oc3ccc(OC)cc3)c(C(F)(F)F)oc2c1 | -2.7%
54 | COCCN1CC(CO)C2(CCN(Cc3cc(F)ccc3F)CC2)C1 (stereo not drawn) | 52.7%[activator]
55 | CC(C(=O)NC(=O)NC1CCCC1)N(C)Cc1cccc(F)c1 (stereo not drawn) | -4.8%
56 | CNC(=O)[C@@H]1C[C@H](Oc2ccccc2)CN1C(=O)Nc1ccccc1 | 59.8%[activator]
57 | c1ccc(Cn2ccnc2C2CCN(c3ncnc4ccsc34)CC2)nc1 | 24.7%
58 | O=C1CC(c2ccc(O[C@@H]3OC(CO)[C@@H](O)C(O)C3O)cc2)Oc2cc(O)ccc21 (stereo partly drawn) | 0.0%
59 | COc1ccc(Cl)cc1C(=O)N1CCC(c2n[nH]c(=O)n2-c2ccc(C)cc2)CC1 | ?
60 | CCCCCCCCN1C(=O)[C@H](CC(=O)NCc2ccc(OC)c(OC)c2)C[C@@]2(C(=O)OC)CC(C)(C)CC=C12 | ?

Further results follow.
entry | Molecule | ALOX12 inh
61 | Cc1ccc(NC(=O)C(C)C)cc1NC(=O)C1(C)CC1(Cl)Cl (stereo not drawn) | 14.7%
62 | O=C(NC[C@H]1O[C@H](Cc2cc(-c3ccc(F)cc3)on2)CC[C@@H]1O)NC1CCCCC1 | 5.7%[176 µM]
63 | CCc1cccc2c(C(=O)O)cc(-c3ccccn3)nc12 | -5.5%
64 | CN1C[C@H](O)C[C@H]1c1nnc2n1CCN(Cc1ccccc1)C2 | 13.8%
65 | COc1ccccc1NC(=O)Nc1c(NC2CCCC2)c2ccccc2oc1=O | 4.6%
66 | Cc1nn(C)cc1CN1CCC2(CCN(Cc3cccnc3)CC2)C(CO)C1 (stereo not drawn) | ?
67 | CCC(=O)N(C1CCOCC1)C1CCN(S(=O)(=O)c2ccc(OC)cc2)CC1 | 44.7%[activator]
68 | O=C(CN1CCCc2cc(F)ccc21)Nc1cccc2nsnc12 | 8.2%
69 | CCNC(=O)N1CCOc2ccc(CCC(=O)NCC3CC3)cc2C1 | 2.7%
70 | O=C(Nc1ccc(F)cc1)c1ccc[n+]([O-])c1 | -4.3%
71 | COc1cc(NC(=O)[C@@H](Cc2ccccc2)NC(=O)[C@H]2O[C@@H](n3ccc(=O)[nH]c3=O)[C@H](O)[C@@H]2O)cc(OC)c1OC | -1.6%
72 | CN1C(=O)[C@@]2(C3=C(CCCC3=O)OC3=C2C(=O)CC(C)(C)C3)c2ccccc21 | -5.5%

Remaining list, next part:
entry | Molecule | ALOX12 inh
73 | CC(C)(CO)NC(=O)c1ccc(Cl)cc1Cl | 10.8%
74 | CS(=O)(=O)N1C[C@H]2CCN(Cc3ccccc3C#N)C[C@H]21 | -6.0%
75 | Cn1c(=O)[nH]c(=O)c2c1nc(N1CCN(Cc3ccccc3Cl)CC1)n2Cc1ccccc1F | ?
76 | OC(COCc1ccccc1F)Cn1nnc(-c2cccnc2)n1 (stereo not drawn) | 21.3%
77 | O=C1NC2(CCCCC2)N(C(=O)c2ccccc2Cl)C2=C1CCCC2 | -38.8%
78 | Cc1noc2ncnc(N3CCN(Cc4ccc(F)c(F)c4)C(CCO)C3)c12 (stereo not drawn) | 20.4%
79 | O=C(c1nc(-c2ccc(Cl)cc2Cl)c2ccccn12)N1CCOCC1 | ?
80 | O=C(ON=C1CCCC1)c1ccc(Br)cc1 | 1.0%
81 | COc1ccc(C(C)NC(=O)c2ccc(Cn3ccn4nc5c(c4c3=O)CCCC5)cc2)cc1OC (stereo not drawn) | 7.2%
82 | CN1CCC2(C1)CN(CC1CC1)c1ccc(C(=O)NC3COC3)cc12 (stereo not drawn) | 6.2%[176 µM]
83 | O=S(=O)(NC[C@H]1Cn2ccnc2CO1)c1ccccc1 | 25.7%[176 µM]
84 | COc1ccc(-c2nc3cc(NC(=O)C(C)C)ccc3o2)cc1Cl | 1.8%

Next part
entry | Molecule | ALOX12 inh
85 | CC1=C[C@@H](CNS(=O)(=O)c2ccc(C#N)cc2)[C@H](C(C)C)C[C@H]1CC(=O)N1CCOCC1 | ?
86 | O=C(O)C[C@@H]1CCN(C(=O)C(=O)O)C[C@@H]1CC1=NCCc2ccccc21 | ?
87 | CN1CCN(c2ccc(-c3nccc4c(=O)cc(N(C)c5ccccc5)oc34)cn2)CC1 | ?
88 | N#Cc1cccc(C(=O)NC2CCN(c3cc(-c4ccc(Cl)cc4)[nH]n3)C2)c1 (stereo not drawn) | 13.7%
89 | CC(=O)Nc1ccc(S(=O)(=O)[C@H]2CS(=O)(=O)C[C@@H]2N2CCC3(CC2)OCCO3)cc1 | -21.4%
90 | Cc1ccc(F)c(S(=O)(=O)N2CCCC2c2nc3ccccc3[nH]2)c1 (stereo not drawn) | -9.2%
91 | CCc1ccc(NC(=O)CSC2=NS(=O)(=O)c3ccccc3N2Cc2ccccc2)cc1 | 35.5%[activator]
92 | Cc1nc(N2CCC(NC(=O)c3ccc4c(c3)OCO4)CC2)cc(C(F)(F)F)n1 | ?
93 | CCCc1cnc(C)nc1N1CCC(Oc2ccccc2OC)(C(=O)O)CC1 | 21.6%
94 | COc1ccc(N2C(=O)c3n[nH]c(C(C)C)c3C2c2ccc(F)cc2)cc1 (stereo not drawn) | ?
95 | O=C1CCN(Cc2cccc(F)c2)CCCC(CO)CCN1 (stereo not drawn) | 54.7%[activator]
96 | COCC1CCN(Cc2cc3ccc(OC)cc3nc2-c2cccc(C)c2)C1 (stereo not drawn) | 46.5%[activator]

Later entries:
entry | Molecule | ALOX12 inh
97 | COc1ccccc1-c1cc(NCc2ccccc2)ncn1 | ?
98 | O=C(COc1ccccc1-c1noc(-c2cccc(Cl)c2)n1)N1CCCCCC1 | 22.9%
99 | CCN(CC)C(=S)SCc1ccc(-c2csnn2)cc1 | -2.8%
100 | CCOC(=O)C1C(=O)C=C(c2ccc(F)cc2)CC1c1c(F)cccc1Cl (stereo not drawn) | -26.3%
101 | O=C(O)CCC(=O)N1Cc2[nH]cnc2C[C@H]1c1nc(-c2ccc(OC(F)(F)F)cc2)no1 | 13.4%
102 | O=C(NC1CCN(c2cc(-c3ccc(Cl)cc3)[nH]n2)C1)c1c[nH]c2ccccc12 (stereo not drawn) | 7.3%
103 | COC(=O)[C@@H]1Cc2ncn(Cc3ccc(OC)cc3)c2CN1C(=O)CC(C)(C)CC(=O)O | 79.8%[activator]
104 | COC[C@@H]1CN(Cc2ccc(F)cc2Cl)C[C@H]1C(=O)NC1CC1 | 52.9%[activator]
105 | COCC1CN(C(=O)c2ccc(OC)cc2OC)CC12CCOCC2 (stereo not drawn) | 24.8%
106 | O=C(CCc1ccccc1)NCCC1CCN(C(=O)Nc2ccccc2)CC1 | 31.8%
107 | COCCCNC(=O)c1ccc(Cn2ccn3nc4c(c3c2=O)CCCC4)cc1 | 13.8%
108 | O=C(Nc1ccc(F)cc1)N[C@H]1[C@H](O)[C@@H](N2CCN(c3ccccc3)CC2)[C@@H]2OC[C@H]1O2 | 22.9%

More results
entry | Molecule | ALOX12 inh
109 | Cc1cc(NC(=O)c2nc3ccccc3nc2N2CCCCC2)ccc1Br | 14.9%
110 | CC(=O)c1cc(CN2CCn3nc(C(O)c4ccnn4C)cc3C2)cs1 (stereo not drawn) | 28.4%
111 | CC(C)(C)c1coc([C@@H]2COCCN2Cc2ccc(Cl)cc2)n1 | 72.2%[activator][176 µM]
112 | CC(=O)Nc1cccc(-c2cc(-c3c(C)noc3C)cc3c2C(=O)N(C)C3)c1 | 3.7%[176 µM]
113 | c1ccc(-c2nc(-c3ccc(OC4CNC4)cc3)no2)cc1 | 24.8%
114 | Cc1ncc2c(c1CNC(=O)c1ccc3c(c1)OCO3)CCN(C(=O)C1Cc3ccccc3O1)C2 (stereo not drawn) | 0.8%

Assay outcomes deposited in PubChem BioAssay by National Center for Advancing Translational Sciences (NCATS).
